Assay outcomes as filed in PubChem BioAssay.
LGR2 antag: Drosophila LGR2 receptor signaling inhibition; AID 720647; HEK293 LGR2, CRE-luciferase, bursicon-stimulated, 4 h; inhibition, % at 9.99 µM; 380,000 compounds, 0.35% hits;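 active = drop in luminescence signal, shown as inhibition above about 50% in the replicate tests, limit read from the data, passing the limit was not always enough; inconclusive = probably only some replicates passing the limit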;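 also: agonist challenge used bursicon conditioned medium at about half maximal strength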
C2C12 statin: suppression of simvastatin myotoxicity; C2C12 myotubes + simvastatin, ATP luminescence, 48 h; scaled: DMSO 0, geranylgeraniol control 100; rescue of ATP level, % at 7.49 µM; 330,000 compounds, 0.78% hits;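 active = mean ATP rescue above about 67%, or every replicate alone reaching that limit, limit read from the data, passing the limit was not always enough; inconclusive = no clear call, values can overlap the other calls; inactive = mean under the limit and some replicate under it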;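 also: myotubes were challenged with 10 µM simvastatin during compound exposure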
PglD DTNB: blocks C. jejuni PglD acetyltransferase activity; purified PglD enzyme, DTNB colorimetric CoA detection; inhibition, % at 12.5 µM; 360,000 compounds, 0.098% hits; AID 602405; in the data active = inhibition above about 16%, passing the limit was not always enough; inconclusive = no clear call, values can overlap the other calls; also: strong numbers were not always called active
Cneo AK release: causes C. neoformans cell lysis | adenylate kinase release luminescence, 4 h; normalised: neutral wells 0, clomiphene wells 100 | lysis activity, % at 15 µM | 360,000 compounds, 0.2% hits | AID 651654;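 active = mean lysis activity across replicates of at least 80%, whatever share of replicates individually reach that level; inactive = mean lysis activity below 80%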
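Material – log-phase Cryptococcus neoformans yeast cells · Input – 5 × 10^6 yeast cells/mL · Medium – fresh YPD growth medium · Doses – single compound concentration per well · Timing – static 4 h at 37 °C with compound, 1 h detection · Detection – adenylate kinase release luminescence · Read-out – signal increase indicating cell lysis · Control set – Clomiphene as positive lysis control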
PAX8 inh HTS: PAX8 transcriptional activity inhibition. RMG-I TPO-luciferase reporter, SteadyGlo, 24 h. inhibition, % at 12.6 µM. 360,000 compounds, 1.2% hits;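 active = mean replicate inhibition at least 60% with every replicate also reaching 60%; inconclusive = only one of the two criteria is met; inactive = mean below 60% and not all replicates reaching 60%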;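 also: luciferase light reporting Pax8 driven TPO promoter activity; plate controls were median of neutral control wells for no effect and mitoxantrone controls for full effect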
ARNT TACC3 PPI: disruptors of human ARNT/TACC3 interaction; AID 623870; inhibition, % at 9.99 µM; AlphaScreen His-ARNT PAS-B/GST-TACC3 binding, luminescence; TACC3 fragment carries E629A point mutation; 390,000 compounds, 0.66% hits;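 active = mean inhibition of replicates at least 50% and at least half of replicates each reaching 50%; inconclusive = half or more replicates reach 50% but mean below 50%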;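 also: 0% = complete ARNT plus TACC3 wells and 100% = ARNT alone without TACC3; many hits fall short of the cut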
INS-1E GSIS act: GLuc luminescence reporter in INS-1E cells, primary screen for activators of glucose-dependent secretion of insulin | INS-1E GLuc reporter insulin secretion, 2-3 h | activation, % at 16.6 µM | 370,000 compounds, 0.61% hits;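 active = lowest replicate activation of at least 40%, so every replicate reaches that level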;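 also: 0% = median of neutral control wells and 100% = median of IBMX positive control wells; some compounds called inactive have numbers as strong as hits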
PGC1a acetyl inh: modulators of PGC1a acetylation. U2OS PGC1a acetylation, AlphaScreen anti-acetyl-lysine; with virally co-expressed GCN5 acetyltransferase. inhibition, % at 15.6 µM. 350,000 compounds, 0.17% hits. AID 651687;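 active = every replicate shows inhibition of at least 40%; inconclusive = mean inhibition at least 40% but some replicate below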;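 also: 0% = neutral control wells and 100% = positive control wells; some results beyond the cut were filed as inactive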
* marks the source's active call; other numbers are inactive results; ? = inconclusive; · = no result given; & = joins results of further samples.

SMILES	LGR2 antag	C2C12 statin	PglD DTNB	Cneo AK release	PAX8 inh HTS	ARNT TACC3 PPI	INS-1E GSIS act	PGC1a acetyl inh
O=C(C1=COCCO1)N1CCN(S(=O)(=O)c2cccc(Br)c2)CC1	-1	10	·	·	0	·	1	1
Cn1nc(C(=O)OCC(=O)Nc2ccc(Cl)cc2Cl)c2ccccc2c1=O	-7	2	0	-1	4	4	0	9
COc1ccc(OC)c(NC(=O)CSc2nc(N3CCOCC3)nc(N3CCOCC3)n2)c1	-3	10	3	-3	20	·	6	·
O=C(c1ccc2c(c1)OCO2)C1CCCN(Cc2ccccc2OC(F)F)C1 (configuration not stated)	-1	-4	-1	1	-7	6	23	·
COc1ccc(CC(=O)NNC(=O)CCC(=O)Nc2cc(C)ccc2C)cc1	2	·	·	·	17	-7	8	-9
CCC(C)(C)NC(=O)C(c1ccc(OC)cc1)N(Cc1ccccc1)C(=O)CCC(=O)Nc1cc(C)on1 (configuration not stated)	1	9	-2	0	16	0	-45	·
C[C@@H]1CN([C@H](C)CO)S(=O)(=O)c2ccc(-c3cccc(F)c3)cc2O[C@@H]1CN(C)C(=O)c1cccc(F)c1	30	-73	-2	-4	·	-3	-11	-7
CC(=O)Nc1cccc(-c2ccnc3c2CC(C)(C(=O)Nc2cccc(NS(C)(=O)=O)c2)O3)c1 (configuration not stated)	5	5	1	-2	14	·	-1	0
COc1cc([N+](=O)[O-])cc(/C=N/NC(=O)Cn2nccc2C)c1O	-2	22	-5	-3	8	71*	-2	-11
CN1c2ccc(-c3ccc(F)cc3)cc2[C@@H]2[C@@H](CCN2C(=O)CC2CC2)[C@@H]1CO	-6	38	2	-5	9	-4	-12	8
CCC(Oc1ccccc1)C(=O)Nc1ccccn1 (configuration not stated)	·	3	-4	-1	·	1	0	-17
COC/C=C/C1=CC2=CC(=O)C(C)(OC(=O)c3cnc4ccccc4n3)C(=O)C2=CN1CC(C)C (configuration not stated)	·	·	4	0	·	13	·	8
C[C@H]1CN([C@@H](C)CO)C(=O)c2cc(NC(=O)Cc3cn(C)c4ccccc34)ccc2O[C@@H]1CN(C)S(C)(=O)=O	-29	20	1	1	-39	-6	0	-3
Brc1ccc2c(c1)CNc1c(ncnc1N1CCOCC1)O2	·	-12	3	2	·	-6	·	9
C[C@@H]1CN([C@@H](C)CO)C(=O)Cc2cc(N(C)C)ccc2O[C@@H]1CN(C)Cc1ccc(C(=O)Nc2ccccc2N)cc1	-10	-144	4	-12	76*	16	11	1
Cn1c(=NC(=O)CS(=O)(=O)c2ccc(F)cc2)sc2ccccc21	-13	-8	-1	-2	3	-3	-2	·
O=C(NCc1nnc(SCC(=O)N2CCCCCC2)o1)c1ccc(F)cc1	6	2	5	-2	-1	-5	16	-1
CCCNC(=O)C[C@@H]1C[C@@H]2c3cc(NC(=O)NC4CCCCC4)ccc3O[C@@H]2[C@H](CO)O1	11	-1	-4	-3	-10	-7	15	-5
O=C(CC(NC(=O)c1ccccc1Cl)c1ccccc1)NC1=NCCS1 (configuration not stated)	-16	?	·	·	21	4	-4	-10
Cc1cccc(NC(=O)CSc2nc(N)c(NC(=O)c3ccccc3F)c(=O)[nH]2)c1	-8	-8	2	-5	·	-9	-2	3
O=C(C1CCOCC1)N1C[C@@H]2[C@H](c3ccccc31)[C@@H](CO)N2C(=O)Cc1ccccn1	-1	1	3	-4	-2	7	5	1
Cc1ccc(C(=O)NNC(=O)CSc2nnc(-c3ccccc3)n2Cc2ccccc2)cc1	14	·	·	·	-11	3	-14	·
OCCC1CN(C/C=C/c2ccco2)CCN1Cc1ccccc1 (configuration not stated)	18	2	-5	1	5	1	-1	0
Cc1cc(C)n2c(SCCN3C(=O)c4ccccc4C3=O)nnc2n1	0	1	6	1	4	3	12	·
C/C(=C/c1ccccc1)C(=O)N1CCN(c2ccc(F)cc2)CC1	9	-2	6	4	-28	-7	-5	·
Nc1ccccc1C#Cc1ccc2[nH]ccc2c1	·	24	7	-3	-225	·	·	·
O=S(=O)(Nc1nccs1)c1ccc(Nc2nnc(-c3ccccc3)c3ccccc23)cc1	-20	·	·	·	-14	-5	24	·
CNC[C@H]1Oc2ccc(NC(=O)Cc3ccccc3)cc2C(=O)N([C@@H](C)CO)C[C@H]1C	5	8	6	-5	-42	-1	6	-4
Cc1ccc(CCN2CC(C(=O)NCCCN(C)Cc3ccccc3)CC2=O)cc1 (configuration not stated)	·	13	-2	-1	·	-3	·	0
CC(=O)c1ccccc1C(=O)N1CCC(n2nccc2NC(=O)C2CC2)CC1	4	10	-3	2	7	·	3	·

Three compounds already listed, ordered by the value under INS-1E GSIS act, descending:
Structure	LGR2 antag	PglD DTNB	ARNT TACC3 PPI	INS-1E GSIS act	PGC1a acetyl inh
Cc1cc(C)n2c(SCCN3C(=O)c4ccccc4C3=O)nnc2n1	0	6	3	12	·
CNC[C@H]1Oc2ccc(NC(=O)Cc3ccccc3)cc2C(=O)N([C@@H](C)CO)C[C@H]1C	5	6	-1	6	-4
O=C(C1CCOCC1)N1C[C@@H]2[C@H](c3ccccc31)[C@@H](CO)N2C(=O)Cc1ccccn1	-1	3	7	5	1

Continued:
SMILES	LGR2 antag	C2C12 statin	PglD DTNB	Cneo AK release	PAX8 inh HTS	ARNT TACC3 PPI	INS-1E GSIS act	PGC1a acetyl inh
COc1cccc(OCC(=O)NCC2CCCO2)c1 (configuration not stated)	8	13	1	2	-11	-4	-1	11
O=C(COc1ccccc1)Nc1ccccc1N1CCCCC1	·	6	0	1	·	-15	·	-15
CNC(=O)C1CC(=O)N(c2ccc(OCC(=O)Nc3ccccc3)cc2)C1 (configuration not stated)	4	21	-2	-1	-11	-10	55*	-4
CCS(=O)(=O)N1CCC(C(=O)Oc2ccc(Cl)cc2)CC1	0	0	-2	3	-2	6	-1	-13
Cc1cc(C)c(C(=O)COC(=O)c2ccc([N+](=O)[O-])o2)cc1C	-29	·	·	·	1	0	-15	-7
CN(C)CCCNC(=O)C[C@H]1C=C[C@@H](NC(=O)c2ccccc2F)[C@H](CO)O1	-24	3	1	35	14	31	15	3
CN1CCN(C(=O)C[C@H]2CC[C@H](NC(=O)Nc3ccccc3F)[C@H](CO)O2)CC1	6	10	3	1	-9	-1	-8	0
N#Cc1c(-c2ccc(Cl)cc2)ccn2nc(CCC(=O)O)nc12	·	-4	10	-5	4	7	·	16
O=C(Nc1ccc2ccccc2c1)N1CCCN(CCOc2ccccc2)CC1	8	5	·	·	23	-11	-5	-7
COC(=O)c1ccc(/C=C/C(=O)c2ccc(OC)cc2)cc1	·	-2	4	-1	·	-4	-13	-16
COc1ccccc1S(=O)(=O)N[C@@H]1CC[C@@H](CC(=O)N2CCN(C)CC2)O[C@H]1CO	-10	0	1	-3	0	-26	6	3
Clc1ccc(-c2csc(N3CCSCC3)n2)cc1	-52	-1	-4	-3	-45	0	-6	?
N#C[C@H]1[C@@H](c2ccc(C#CC3(O)CCCC3)cc2)[C@@H](CO)N1C(=O)C1CCCCC1	1	6	-1	-4	-1	-2	-6	1
O=C(c1cccs1)N1CCN(C(=O)C2CCCO2)CC1 (configuration not stated)	·	44	1	0	·	0	2	-3
CN(C)CC(=O)N[C@@H]1C=C[C@H](CC(=O)NCCN2CCCCC2)O[C@@H]1CO	2	-8	-5	-1	8	-7	-10	-2
Cn1cnc(S(=O)(=O)N[C@@H]2CC[C@H](CC(=O)NCC3CCCCC3)O[C@@H]2CO)c1	4	-10	-2	-1	·	-3	1	2
C[C@@H]1CCCCO[C@@H](CN(C)Cc2ccccc2)[C@H](C)CN([C@@H](C)CO)C(=O)c2cc(NC(=O)c3ccncc3)ccc2O1	-18	·	8	6	0	1	-1	-11
OC[C@@H]1[C@H](c2ccc(-c3cccnc3)cc2)[C@@H]2CN(CC3CC3)CCCCN12	-10	7	2	-1	-15	-2	7	2
CN1C(=O)c2cc(NC(=O)c3ccc(F)cc3)ccc2OC[C@H]2O[C@@H](CC(=O)NC3CCC3)CC[C@H]21	14	7	3	-2	4	1	-10	-3
COc1cc(C(=S)N2CCCC2)ccc1OS(=O)(=O)c1ccc(NC(C)=O)cc1	12	-9	0	-1	5	-6	-10	-2
COc1cc(CC(=O)Nc2ccc(S(=O)(=O)NC3=NCCCCC3)cc2)cc(OC)c1OC	-3	1	·	·	-8	8	-4	·
COc1ccc(NC(=O)N2CCN(c3nc4ccccc4n3C(C)C)CC2)cc1	8	·	·	·	9	5	-20	11
O=C(C[C@@H]1CC[C@H](NS(=O)(=O)c2cccc(F)c2)[C@H](CO)O1)N1CCCCC1	12	0	1	-3	3	-5	4	-2
C/C(=N\Nc1cccc2cccnc12)c1ccc(C)cc1	-10	·	·	·	-12	14	8	5
CC(NC(=O)Nc1ccccc1)c1ccccc1 (configuration not stated)	·	19	-2	0	-3	0	·	3
COc1ccc(NC(=O)CCc2nnc3ccc(NCc4ccco4)nn23)cc1	-2	1	0	1	3	-4	0	1
CC1CCCC(=C\c2ccccc2)/C1=N/O (configuration not stated)	-4	·	·	·	-7	-4	1	·
C[C@@H]1CN([C@@H](C)CO)C(=O)Cc2cc(NC(=O)CCC(F)(F)F)ccc2O[C@@H]1CN(C)S(=O)(=O)c1cccs1	6	-7	2	-2	·	-3	-2	5
C[C@@H]1CN([C@@H](C)CO)C(=O)c2cccc(NC(=O)Nc3ccccc3)c2O[C@H]1CN(C)Cc1ccc(C(=O)O)cc1	9	-3	-7	-2	5	0	-12	2
CC(C)(C)c1ccc(OCC(=O)OCCNC(=O)c2cccnc2)cc1	·	9	-4	-1	1	-4	·	14
CN(C)C(=O)[C@H]1[C@H](CO)[C@H]2Cn3c(ccc(C4=CCCCC4)c3=O)[C@H]2N1CC1CC1	-7	12	-3	0	-1	5	7	24
Cc1cc(-c2ccccc2)n2ncc(-c3ccccc3)c2n1	60*	·	·	·	-8	6	0	·
CCN(CC)Cc1c(C(=O)N/N=C/c2cccc3ccccc23)nnn1-c1nonc1N	0	-13	0	-2	2	-7	19	·
O=C(Nc1nccs1)c1nc[nH]c1C(=O)N1CCc2ccccc2C1	-5	2	-1	-3	4	·	10	·
CCOC(=O)C1(Cc2ccccc2)NC(c2ccccc2F)C2C(=O)N(CC)C(=O)C21 (configuration not stated)	·	·	-2	-1	-6	3	·	·
CSc1ccc(NC(=O)N2CC=C(n3c(=O)[nH]c4ccccc43)CC2)cc1	17	·	2	9	17	6	-28	-3
CCOc1ccc(N(CCCCO)C(=S)NC(=O)c2ccc(C)c(Br)c2)cc1	-5	-8	·	·	-2	4	-28	2
Cc1c(C(=O)OCC(=O)N2CCN(c3ccccc3)CC2)oc2ccccc12	8	0	6	1	18	4	-15	-7
CCN(C[C@@H]1N[C@H](CO)[C@@H]1c1ccccc1)C(=O)c1ccccc1	-8	-7	3	2	2	-5	-2	2
O=C(NCC1CCCO1)c1ccc(CSCc2cccc(F)c2)o1 (configuration not stated)	-2	-5	-6	-1	-1	-5	-11	9
CCN1C(=O)N2C[C@H]3CON(C)[C@H]3C[C@H]2c2ccccc21	-27	8	5	1	20	·	-1	2
COc1ccc(S(=O)(=O)Nc2ccc3c(c2)C(=O)N([C@H](C)CO)C[C@H](C)[C@@H](CN(C)C(=O)Nc2ccccc2)O3)cc1	23&8	1	-1	0	10	0	21&-9	10

Compounds were not picked by outcome; any-hit rate near 2.9%.
